Rat MKP-3 inhibitors – MKP-3 phosphatase inhibitors, primary screen, biochemical, rat enzyme, in vitro (AID 425) | one-dose inhibition, % at 20 µM; IC50 in µM for titrated hits | actives 0.17% (n = 110,000) | recombinant MKP-3 phosphatase activity, fluorescence; higher % means a stronger effect; in the data active = inhibition above about 50%;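 note: plate controls were vehicle for no effect and reference inhibitor for full effect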
Hsp70 inhibitors – Hsp70 inhibitors, probe displacement, primary screen, biochemical, fluorescence polarization (AID 583). Hsp70 fluorescence polarization probe displacement, mP; higher % means a stronger effect. displacement, % at 20 µM; hits with a dose series show IC50 in µM. actives 0.06% (n = 140,000); in the data active = displacement above about 50%;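 note: plate controls were vehicle for no effect and reference ligand for full effect; a part of the inactive calls stands beside numbers as strong as those of hits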
* marks the source's active call; other numbers are inactive results; . = not tested or not shown; & = joins results of further samples.

no.	SMILES	Rat MKP-3 inhibitors	Hsp70 inhibitors
1	CCOC(=O)c1ccc(COC(=O)c2ccc(-c3nnc(-c4ccccc4)o3)cc2)o1	-9%	-2.1%
2	CC(C)C(=O)Nc1c2c(nc3ccccc13)N(C)CC2	-5%	5.3%
3	Cc1ccc(NC(=O)c2cccc(Cl)c2)nc1	4%	1.0%
4	CC(=O)CCC(=O)NCCc1ccccc1F	18%	-2.8%
5	CC(C)(C)NC(=O)CN1C(=O)/C(=C/c2ccccc2)SC1=S	-6%	2.9%
6	O=C(C1CCCN(S(=O)(=O)c2cccnc2)C1)N1CCn2c1nc1ccccc12 (configuration not stated)	-9%	-4.4%
7	O=C(NCC(O)c1ccccc1)c1cccc(S(=O)(=O)N2CCOCC2)c1 (configuration not stated)	-9%	6.2%
8	Cc1ccc2nc(NC3=NCN(Cc4ccc5c(c4)OCO5)CN3)nc(C)c2c1	-7%	-1.1%
9	Nn1c(COc2ccccc2)nnc1SC(F)F	-7%	4.8%
10	Cc1ccc(C2=NN(C(=O)CCC(=O)O)C(c3ccccc3F)C2)cc1 (configuration not stated)	2%	-1.7%
11	CCOC(=O)C1=C(C)NC(=S)NC1c1cc(C(C)C)c(OC)cc1C (configuration not stated)	3%	4.2%
12	CCC(C)Sc1nc(C)nc2c1c(=O)n(C)c(=O)n2C (configuration not stated)	1%	-1.5%
13	O=C(Nc1ccc2c(c1)OCCO2)c1cnc2n(c1=O)CCS2	-7%	-0.1%
14	CN(C)c1ccc(NC(=O)CCCc2ccccc2)cc1	-7%	1.4%
15	CCOC(=O)c1nc(Nc2ccccc2)c2ccccc2n1	.	7.6%
16	CC(=O)Nc1ccc(N2CCN(C(=O)c3cccs3)CC2)cc1	-5%	-5.5%
17	O=C(/C=C/c1ccccc1)NNc1ccc([N+](=O)[O-])cc1	3%	2.4%
18	Cc1cc(=O)cc(C)[nH]1	10%	2.2%
19	CCc1nnc(NC(=O)CCc2ccc(OC)cc2)s1	1%	12%
20	CC12CCC(C(=O)Nc3nccs3)(OC1=O)C2(C)C (configuration not stated)	.	1.3%
21	CN(C)NC1S/C(=C/C(=O)O)C(=O)N1c1ccccc1 (configuration not stated)	3%	2.1%
22	CC1CCC2(CC1)NC(=O)N(CC(=O)c1cccn1C)C2=O (configuration not stated)	.	-2.3%
23	COc1ccc(C2NC(=O)c3n[nH]c(C)c32)c(OC)c1 (configuration not stated)	2%	-5.7%
24	FC(F)(F)c1cc(-c2ccccc2)n[nH]1	15%	-4.4%
25	CCOC(=O)c1c(C2CCN(C(=O)OCC)CC2)nc2ccccn12	1%	1.7%
26	COc1ccc(C2C3=C(CC(C)(C)CC3=O)Nc3ccccc3N2C(=O)CC(C)C)cc1 (configuration not stated)	-2%	0.7%
27	Cn1cc(C(=O)N2CCN(C(=O)c3ccco3)CC2)c2c3ccccc3n(C)c2c1=O	6%	5.2%
28	O=[N+]([O-])c1cc2c(cc1C=Nc1cc(Cl)cc(Cl)c1)OCO2	2%	-2.5%
29	CC(C)n1c(SC2CCOC2=O)nc2ccccc21 (configuration not stated)	-1%	3.0%
30	Cc1nc2c(C)cccc2c2c1CC(C)O2 (configuration not stated)	4%	1.7%
31	O=C(CN(C(=O)CCC(=O)Nc1ccccn1)c1ccc2c(c1)OCO2)NCc1ccco1	-28%	0.2%
32	CCn1c(SCC(=O)Nc2cc(C)on2)nnc1-c1ccncc1	-13%	-1.1%
33	O=C(Nc1cc(C(F)(F)F)ccc1N1CCOCC1)Nc1cccc2ccccc12	1%	1.8%
34	COc1ccc(C)cc1NC(=O)C1CCCCC1C(=O)O (configuration not stated)	-2%	0.2%
35	CS(=O)(=O)c1nnnn1-c1cccc2ccccc12	-1%	-1.3%
36	COc1ccccc1CNc1ncnc2c1nnn2Cc1ccccc1	-7%	-5.1%
37	CCOC(=O)c1c(C)sc2c1N(C(=O)CN1CCOCC1)c1cc(Cl)ccc1S2	.	-1.4%
38	Nc1c(C(=O)NCc2ccccc2)sc2nc3c(cc12)C(=O)CCC3	.	-1.5%
39	Cc1ccc(S(=O)(=O)N2CCN(C(=O)CN3CCCCC3)C2C(C)C)cc1 (configuration not stated)	.	3.1%
40	Cc1cc(C)n(C(=O)c2ccc(C)c(S(=O)(=O)N3CCCC3)c2)n1	-6%	3.7%
41	COc1cccc(N2C(=O)/C(=C/c3ccccc3[N+](=O)[O-])SC2=S)c1	3%	-1.0%
42	Cc1ccccc1S(=O)(=O)Cc1ccc(C(=O)NCc2cccs2)o1	.	-0.6%
43	Cc1sc2nc(CSc3nnc(Cc4cccs4)n3C3CCCCC3)[nH]c(=O)c2c1C	7%	-29%
44	O=C(CSc1ncn[nH]1)Nc1ccc(Cl)cc1	2%	1.8%
45	COc1ccc(NC(=O)C2CCN(S(C)(=O)=O)CC2)cc1	.	-6.7%
46	COc1ccc(S(=O)(=O)CCC(=O)NCCc2ccc(C)cc2)cc1	.	3.0%
47	CC1=CC(C)C(COC(=O)Nc2ccccc2)C(C)C1 (configuration not stated)	1%	1.5%
48	CC(=O)c1cccc(NC(=O)C2CCN(S(=O)(=O)c3ccccc3)CC2)c1	.	-3.7%
49	COC(=O)CN(c1cccc(C(F)(F)F)c1)S(C)(=O)=O	1%	-0.3%
50	Cc1ccc(OC(C)C(=O)N2CCCc3ccccc32)cc1 (configuration not stated)	.	-1.0%

Further structures:
no.	SMILES	Rat MKP-3 inhibitors	Hsp70 inhibitors
51	COc1ccc(CNC(=O)Cc2ccc(Cl)cc2)cc1	0%	-4.7%
52	CCOC(=O)NC(NCc1ccccc1)(C(F)(F)F)C(F)(F)F	0%	4.1%
53	COc1ccc(C(=O)NCCc2ccc(S(N)(=O)=O)cc2)cc1OC	-8%	6.3%
54	O=C(N/N=C/CCc1ccccc1)c1cccc([N+](=O)[O-])c1	0%	0.8%
55	Cc1onc(-c2c(Cl)cccc2Cl)c1C(=O)NCc1ccc(S(N)(=O)=O)cc1	1%	.
56	COc1ccc2[nH]c(=O)c(CN(C)C(=O)COc3ccccc3)cc2c1	-9%	-1.9%
57	Cc1ccc2c(c1)N(CCC(=O)NCc1ccc3c(c1)OCO3)C(=O)CO2	5%	4.4%
58	CCOC(=O)c1c(NC(=O)CSc2nnnn2CC)sc(C)c1C	-6%	5.2%
59	C[C@@H](Nc1nc(-c2ccccc2)nc2c1oc1ccccc12)C(=O)O	3%	0.2%
60	Nc1nc2n(n1)C(c1ccco1)CC(c1ccccc1)N2 (configuration not stated)	.	10%
61	CCOCCCNc1ncc2c(n1)CC(c1ccc(C)cc1)CC2=O (configuration not stated)	2%	5.9%
62	CCOc1ccc2[nH]c(C)c(CN3CCN(CC)CC3)c(=O)c2c1	6%	-4.5%
63	COc1ccccc1N1C(=O)c2ccc(C(=O)Nc3ccccc3O)cc2C1=O	3%	1.9%
64	COC(=O)c1ccc(C(=O)OC)c(NC(=O)c2cnc3n(c2=O)CCS3)c1	6%	-1.3%
65	O=C1NC(=O)C(=Cc2ccc(OCc3ccc(F)cc3)cc2)C(=O)N1	0%	0.9%
66	O=C(NNC1=C(C(=O)C(F)(F)F)CCC1)c1ccc(Cl)cc1	.	-1.0%
67	Cc1nn(Cc2ccccc2)c(=O)c2ccccc12	1%	1.1%
68	O=C(Nc1cccc(Cl)c1N1CCCC1)c1cc2ccccc2o1	-2%	-1.2%
69	Cc1cc(Cl)ccc1OCCCN1CCOCC1	0%	-2.1%
70	CCOC(=O)/C(C#N)=C1/C=CN(Cc2ccccc2)C=N1	-13%	33%
71	CN(c1ccccc1C(=O)Nc1cccc(Cl)c1Cl)S(C)(=O)=O	.	0.3%
72	O=S(=O)(Nc1ccc2nc(C(F)(F)F)[nH]c2c1)c1ccccc1	2%	0.8%
73	Cc1ccc(NC(=O)Nc2cc(C)ccn2)cc1	5%	-0.3%
74	Cc1cc(/C=C2/NC(=O)NC2=O)c(C)n1-c1ccc(C(C)(C)C)cc1	0%	2.6%
75	Cc1cc(=O)[nH]c(SCC(=O)Nc2nc3c(s2)CCCC3)n1	1%	2.9%
76	COC(=O)c1ccccc1NC=C1C(=O)OC2(CCCCC2)OC1=O	2%	-1.1%
77	Cc1ccc(C)n1-c1sc2c(c1C#N)CCCC2	.	1.7%
78	O=C1c2c(Cl)c(Cl)c(Cl)c(Cl)c2C(=O)C1(Nc1ccccc1)c1ccccc1	2%	30%
79	COc1ccc(-c2nc(C#N)c(NCc3ccc(C)cc3)o2)cc1OC	5%	-3.1%
80	CN(C)c1ccc(/C=C2\SC(=S)N(/N=C/c3ccc(N(C)C)cc3)C2=O)cc1	0%	-1.5%

Ordered by the number under Hsp70 inhibitors (smallest number first): some entries from above
| nr | structure | Rat MKP-3 inhibitors | Hsp70 inhibitors |
| --- | --- | --- | --- |
| 80 | CN(C)c1ccc(/C=C2\SC(=S)N(/N=C/c3ccc(N(C)C)cc3)C2=O)cc1 | 0% | -1.5% |
| 77 | Cc1ccc(C)n1-c1sc2c(c1C#N)CCCC2 | . | 1.7% |
| 74 | Cc1cc(/C=C2/NC(=O)NC2=O)c(C)n1-c1ccc(C(C)(C)C)cc1 | 0% | 2.6% |
| 75 | Cc1cc(=O)[nH]c(SCC(=O)Nc2nc3c(s2)CCCC3)n1 | 1% | 2.9% |

Continued:
no.	SMILES	Rat MKP-3 inhibitors	Hsp70 inhibitors
81	COc1ccc(C(=O)Nc2ccc3nn(-c4ccc(C)cc4)nc3c2)cc1Br	5%	1.7%
82	O=c1[nH]c2ccc(Cl)cc2c(-c2ccccc2)c1N1CCN(CCO)CC1	.	-2.9%
83	COc1ccc(C2(N(C(C)=O)c3ccccc3)C(=O)c3ccccc3C2=O)cc1	-1%	1.1%
84	O=c1ccc2cc(S(=O)(=O)N3CCN(c4ccccc4)CC3)ccc2o1	5%	1.0%
85	Cc1cccc(-c2nnc3sc(-c4ccccc4C)nn23)c1	0%	-0.2%
86	NS(=O)(=O)c1ccc(NC(=O)CSCCOC(=O)c2cc3ccccc3o2)cc1	2%	-5.3%
87	C#Cc1cccc(N2C(=O)c3ccc(C(=O)O)cc3C2=O)c1	1%	3.3%
88	C=CCNCC(=O)Nc1sc2c(c1C(=O)OCC)CCCC2	2%	1.3%
89	Cc1cc(Nc2ccccc2Br)n2nc(C)nc2n1	-5%	4.7%
90	COc1cc(-c2noc(C3CCCN(S(=O)(=O)c4cccc(Cl)c4)C3)n2)cc(OC)c1OC (configuration not stated)	-6%	5.5%
91	CCN1CCN(C(=O)c2ccc(COc3ccc(Cl)cc3)o2)CC1	.	4.5%
92	O=C(Nc1ccc2c(c1)OCO2)c1cc2n(n1)C(C(F)(F)F)CC(c1ccc(Cl)c(Cl)c1)N2 (configuration not stated)	-2%	-2.6%
93	CCCC1CC(=O)OC1(C)C(=O)CSc1n[nH]c(-c2ccccc2)n1 (configuration not stated)	8%	.
94	O=C(NN1C(=O)/C(=C/c2cccc(Br)c2)SC1=S)c1cccnc1	1%	3.7%
95	N#Cc1c(NC(=O)CSc2ncn[nH]2)sc2c1CCCC2	.	-2.1%
96	Cn1cccc1Cc1nnc(SCC(=O)Nc2cccc(F)c2)n1-c1ccc(F)cc1	-10%	-4.3%
97	Cc1ccc(-c2nn(-c3ccccc3)cc2C2CC(c3cccs3)=NN2C(=O)CCC(=O)O)cc1 (configuration not stated)	.	2.4%
98	CC1(C)NC(=O)N(CC(O)CN2C(=O)CCC2=O)C1=O (configuration not stated)	-6%	4.1%
99	Cn1c(=O)[nH]c2cc3ccccc3cc21	-4%	0.5%
100	COc1ccc(CNC(=O)COC(=O)c2n[nH]c3ccccc23)cc1OC	-6%	4.5%
101	Nn1c(SCC(=O)Nc2ccc(S(=O)(=O)N3CCCC3)cc2)nnc1C(F)(F)F	-10%	-1.3%
102	CC(/C=C/c1ccc(C)o1)=C\C(=O)O	.	3.6%
103	COc1ccccc1NC(=O)c1ccc(-c2ccccc2F)o1	-3%	.
104	Cc1cc(/C=N\NC(=O)c2cc3ccccc3cc2O)c(C)n1-c1ccccc1	6%	-1.0%
105	CCOC(=O)c1c(C)[nH]c(N=Nc2ccccc2)c1C	.	-1.0%
106	CCn1c(=O)cc(OCC(=O)Nc2nc(C)cs2)c2ccccc21	-8%	6.0%
107	COc1cc(NC(=O)CCC(=O)O)cc(OC)c1OC	2%	-0.2%
108	Cc1cc2c(cc1C)NC(CC(=O)Nc1ccc(Cl)cc1)C(=O)N2 (configuration not stated)	11%	-7.7%
109	C=CCn1c(SCc2c(Cl)cccc2Cl)nnc1-c1cccnc1	.	-4.8%
110	CN(C)c1nc(N(C)C)nc(N(C)C)n1	5%	-0.6%
111	COCCNC(=O)Nc1ccc2nc(C)sc2c1	.	4.3%
112	COC(=O)c1ccc2ccn(CC(=O)NC(C)C)c2c1	-8%	1.2%
113	O=C1OC(c2ccccc2)=N/C1=C/c1c(F)c(F)c(F)c(F)c1F	6%	-1.1%
114	COc1ccc(Br)cc1C(=O)Nc1ccc(C)cc1[N+](=O)[O-]	-2%	-1.5%
115	CCNC(=S)N(Cc1ccccc1)/N=C\c1ccccc1	0%	8.8%
116	Cc1ccccc1-c1nc(CN2CCC(C(=O)NCCCN3CC(C)CC(C)C3)CC2)c(C)o1 (configuration not stated)	0%	4.6%
117	CN1C(=O)N2CN(C3CCCCC3)CN3C(=O)N(C)C1C23 (configuration not stated)	-5%&-1%	0.1%

Profiles as entered above. Values in the order: Rat MKP-3 inhibitors, Hsp70 inhibitors
COc1ccc(Br)cc1C(=O)Nc1ccc(C)cc1[N+](=O)[O-] as listed: -2%, -1.5%
Cc1ccccc1-c1nc(CN2CCC(C(=O)NCCCN3CC(C)CC(C)C3)CC2)c(C)o1 (configuration not stated) as listed: 0%, 4.6%
CN1C(=O)N2CN(C3CCCCC3)CN3C(=O)N(C)C1C23 (configuration not stated) as listed: -5%&-1%, 0.1%
CCNC(=S)N(Cc1ccccc1)/N=C\c1ccccc1 as listed: 0%, 8.8%
O=C1OC(c2ccccc2)=N/C1=C/c1c(F)c(F)c(F)c(F)c1F as listed: 6%, -1.1%

Source: PubChem

These rows are one share of the data (hit frequency here may not be typical).
